Source: PubChem (Sanford-Burnham Center for Chemical Genomics)
AID2073 – disruptors of CaV2.2 binding to Mint1 – biochemical, HTRF (AID 2073); HTRF protein-protein interaction, Mint1-CaV2.2; higher % means a stronger effect; inhibition, % at 20 µM; hits with a dose series show IC50 in µM; 290,000 compounds, 0.19% hits; in the data active = inhibition mostly above about 51%, no sharp cut-off; inconclusive = no clear call, values can overlap the other calls; inactive = mostly below about 53%; also: some results filed as inactive read as strong as hits
HIV peptide binding – inhibitors of HIV fusion peptide binding, primary screen, biochemical, uHTS, fluorescence dequenching (AID 1986); cell-free peptide binding, fluorescence dequenching, 30 min; higher % means a stronger effect; 290,000 compounds, 0.3% hits; inhibition, % at 20 µM, or IC50 in µM where a hit was titrated; in the data active = inhibition mostly above about 52%, no sharp cut-off; inactive = mostly below about 76%; also: some results filed as inactive read as strong as hits
KOR beta-arrestin-1 – KOR agonists, beta-arrestin recruitment, primary screen, cell-based, luminescence, uHTS (AID 1777). 280,000 compounds, 0.02% hits. KOR beta-arrestin recruitment, luminescence; higher % means a stronger effect. activation, % at 10 µM, or EC50 in µM where a hit was titrated; in the data active = activation above about 50%, passing the limit was not always enough; also: a part of the inactive calls stands beside numbers as strong as those of hits
GPR55 LPI antagonism – GPR55 antagonists blocking LPI-driven arrestin recruitment, primary screen, imaging, U2OS, beta-arrestin-GFP, LPI agonist (AID 2013); 290,000 compounds, 0.13% hits; U2OS GPR55 beta-arrestin-GFP translocation imaging, LPI antagonism; higher % means a stronger effect; inhibition, % at 10 µM; hits with a dose series show IC50 in µM;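 active = spots per cell inhibited over 60%, with over 100 cells counted and total cytoplasm intensity under 500,000; inconclusive = wells with under 100 cells, flagged as likely toxic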;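 also: U2OS cells stably carrying GPR55 and arrestin-GFP stimulated by 5 µM LPI near EC80; imaged beta-arrestin-GFP aggregate spots per cell after agonist stimulation; plate controls were LPI-stimulated DMSO wells for no effect and DMSO wells without LPI for full effect; some results filed as inactive read as strong as hits; confirmed hits need IC50 under 10 µM and bright autofluorescent wells are also inconclusive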
SIAH1 antagonists – Siah-1 peptide-binding antagonists, primary screen, biochemical, fluorescence polarization, rhodamine-plectin, uHTS (AID 1817). Siah-1 / rhodamine-plectin peptide fluorescence polarization; higher % means a stronger effect. displacement, % at 20 µM; hits with a dose series show IC50 in µM. 290,000 compounds, 0.02% hits;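 active = displacement of at least 50% at 20 µM, with a fluorescence ratio check between 0.3 and a set limit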;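 also: plate controls were Siah plus tracer with DMSO for no effect and tracer alone without Siah for full effect; strong numbers were not always called active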
NOD1 NF-kB reporter – inhibition of NOD1-driven NF-kB reporter – cell-based, luminescence, uHTS, primary screen (AID 1578); one-dose inhibition, % at 4 µM; EC50 in µM for titrated hits; NOD1-driven NF-kB luciferase reporter cells, luminescence; higher % means a stronger effect; 290,000 compounds, 1% hits; in the data active = inhibition mostly above about 36%, no sharp cut-off; inactive = mostly below about 34%;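 also: HEK-293T reporter cells stimulated with the NOD1 agonist gamma-tri-DAP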
GPR55 beta-arrestin – GPR55 agonists via beta-arrestin recruitment, primary screen, imaging, U2OS cells, beta-arrestin-GFP redistribution (AID 1961). activation, % at 10 µM, or EC50 in µM where a hit was titrated. U2OS GPR55 beta-arrestin-GFP redistribution imaging; higher % means a stronger effect. 290,000 compounds, 0.048% hits;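 active = activation above 40% with more than 50 cells counted in the well; inconclusive = wells holding fewer than 50 cells, flagged as toxic or sparse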;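 also: U2OS osteosarcoma cells stably expressing GPR55 and beta-arrestin-GFP; plate controls were DMSO negative control for no effect and LPI positive control for full effect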
KOR beta-arrestin-2 – KOR antagonists, beta-arrestin recruitment, cell-based, luminescence, uHTS (AID 1778). 290,000 compounds, 0.091% hits. KOR beta-arrestin recruitment, luminescence, antagonist mode; higher % means a stronger effect. inhibition, % at 10 µM, or IC50 in µM where a hit was titrated; in the data active = inhibition above about 50%; also: strong numbers were not always called active
GPR35 arrestin U2OS – inhibition of zaprinast-stimulated GPR35 beta-arrestin translocation – imaging, U2OS, beta-arrestin-GFP, zaprinast agonist, primary screen (AID 2058); inhibition, % at 10 µM, or IC50 in µM where a hit was titrated; U2OS GPR35 beta-arrestin-GFP translocation imaging, zaprinast antagonism; higher % means a stronger effect; 290,000 compounds, 0.052% hits;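 active = inhibition of at least 50% with at least 30 cells and total cytoplasm GFP at most 10,000,000; inconclusive = under 30 cells or total GFP of 10,000,000 plus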
* = called active by the depositor; u = inconclusive; x = no result given; [ ] = another dose, or the depositor's remark. Some of the compounds tested. The share of hits here may be higher or lower than overall.

SMILES	AID2073	HIV peptide binding	KOR beta-arrestin-1	GPR55 LPI antagonism	SIAH1 antagonists	NOD1 NF-kB reporter	GPR55 beta-arrestin	KOR beta-arrestin-2	GPR35 arrestin U2OS
CCOc1ccc2nc(SCC(=O)NC(=O)NCc3ccco3)sc2c1	4%	0.1%	-3.7%	10%	2%	-15%	-0.1%	24%	15%
CC(C)(C)c1ccc(C(=O)N2CCNCC2)cc1	13%	2.7%	5.9%	2%	1%	-4%	0.1%	-12%	0%
O=c1[nH]c(/C(=N\O)c2ccccc2)no1	1%	-0.4%	-3.4%	1%	-2%	23%	-0.1%	-28%	3%
COC(=O)C1CCN(c2ccc(Cl)nn2)CC1	-1%	0.2%	-6.1%	-3%	9%	-24%	0.3%	0%	-10%
Cc1cc(C)nc(SCc2cc(=O)c(OC(=O)c3cc([N+](=O)[O-])ccc3Cl)co2)n1	-4%	5.4%	-3.9%	18%	4%	-11%	-0.2%	-2%	1%
Cc1cccc(NC(=O)CN2C(=O)N/C(=C/c3cc(C)n(C(C)C)c3C)C2=O)c1	-14%	0.7%	-1.6%	2%	-4%	1%	0.2%	15%	-8%
O=C(NC1CCCCC1)C(c1ccc(O)cc1)N(C(=O)c1cnccn1)c1cccc(F)c1 (configuration not stated)	-12%	0.6%	2.5%	3%	0%	-27%	-0.4%	-26%	-12%
CN1CCN(NC(=O)CN(C)S(=O)(=O)c2cc(Cl)ccc2Cl)CC1	-2%	1.1%	-3.4%	5%	4%	-33%	-0.1%	11%	6%
Cc1nnc(NCCO)c2ccccc12	-2%	1.0%	-8.2%	-11%	-2%	8%	-0.1%	-3%	-10%
NC(=O)c1ccccc1N=Cc1ccc2ccccc2c1	17%	-0.6%	3.4%	-7%	1%	-26%	-0.2%	28%	5%
CCOc1ccc(Br)cc1S(=O)(=O)NCc1ccncc1	8%	3.2%	0.5%	9%	1%	-8%	-0.2%	-17%	8%
O=C(O)c1cc(O)ccc1-c1ccc(O)cc1	35%	-1.5%	-3.8%	5%	0%	-5%	-0.2%	11%	-7%
Cc1nc2sccn2c(=O)c1S(=O)(=O)N1CCN(c2ccccc2)CC1	u	0.6%	-0.7%	4%	28%	-30%	-0.1%	19%[20 µM]	-15%
O=C(O)c1cccc(NC(=S)NC(=O)c2ccc(-c3ccccc3)cc2)c1	25%	34%	-5.4%	5%	3%	-41%	0.2%	-60%[20 µM]	8%
Cc1cccc(N(C)c2ncnc3onc(-c4ccc(F)cc4)c23)c1C	7%	-0.1%	-3.5%	3%	10%	10%	-0.1%	10%[20 µM]	3%
CC1CN(C(=O)C(C)N2CCN(c3cccc(Cl)c3)CC2)CC(C)O1 (configuration not stated)	1%	1.9%	-2.2%	12%	-6%	-31%	-0.3%	-20%	9%
Nc1ccccc1C(=O)NCc1ccccc1	22%	4.4%	2.2%	6%	-4%	-2%	-0.1%	-12%	9%
NC(=S)NNC(=S)Nc1ccccc1	8%	-1.5%	-6.0%	1%	6%	-36%	0.0%	-8%[20 µM]	31%
COc1ccc(C(=O)NC2CCN(CC(=O)NC3CCCCC3)CC2)cc1	-5%	-0.8%	-0.6%	5%	-4%	-26%	-0.2%	-8%	8%
NS(=O)(=O)c1ccc(NC=C2C(=O)OC3(CCCCC3)OC2=O)cc1	1%	-2.9%	-0.3%	-10%	-3%	4%	0.3%	41%	3%
COc1ccc(NC(=O)Cn2c(=O)n(-c3ccccc3)c(=O)c3oc4ccccc4c32)c(OC)c1	4%	4.0%	29%	2%	-1%	46%	-0.3%	18%	x
COc1ccc(NC(=O)CC2C(=O)N(c3cccc(C)c3)C(=O)N2C2CCCCC2)cc1 (configuration not stated)	3%	1.4%	-2.9%	0%	-3%	-52%	-0.1%	5%	10%
COc1cc(-c2nc3ccccn3c2NCC2CCCO2)ccc1O (configuration not stated)	28%	0.9%	-2.2%	8%	7%	-6%	0.3%	12%	2%
CC(CN1CCN(C)CC1)OC(=O)c1ccc(Cl)cc1Cl (configuration not stated)	-3%	-3.6%	3.9%	2%	0%	5%	-0.2%	-103%	-1%
CC(=O)c1ccc(NC(=O)[C@@]2(CC(=O)O)CC(/C=C/c3ccccc3)=NO2)cc1	8%	0.2%	-3.6%	-7%	-2%	9%	0.0%	-5%	6%
SMILES	AID2073	HIV peptide binding	KOR beta-arrestin-1	GPR55 LPI antagonism	SIAH1 antagonists	NOD1 NF-kB reporter	GPR55 beta-arrestin	KOR beta-arrestin-2	GPR35 arrestin U2OS
CC1CN(C(=O)CN2C(=O)NC3(CCCCCCC3)C2=O)CC(C)O1 (configuration not stated)	2%	1.9%	-1.3%	9%	-4%	-5%	-0.2%	34%	-3%
COc1ccc(C(=O)N2N=C(c3cccs3)CC2c2ccccc2O)cc1 (configuration not stated)	4%	-0.2%	2.0%	54%	-7%	25%	-0.1%	-49%	1%
O=C(Nc1cccc([N+](=O)[O-])c1)c1[nH]ncc1Cl	1%	-0.5%	11%	6%	-1%	-16%	-0.3%	-27%	-6%
COc1ccc(CCC(=O)NCc2cnn(C)c2)cc1	5%	4.0%	-1.4%	-1%	-4%	-13%	-0.1%	26%	-4%
COC(=O)c1cccc(NC(=O)CCSc2ccc(Cl)cc2)c1C	4%	14%	2.1%	14%	0%	-10%	-0.3%	-25%	8%
COC(=O)Cn1cnc2c(nnn2-c2cccc(OC)c2)c1=O	7%	-1.4%	-4.1%	-5%	10%	-5%	0.5%	-20%	-2%
CCOC(=O)c1ccc(NC(=O)C(C)N2C(=O)c3ccccc3C2=O)cc1 (configuration not stated)	-5%	-2.0%	-6.9%	4%	2%	-2%	-1.0%	-1%	5%
COc1cc(CCC(=O)N2CCN(S(=O)(=O)c3ccc(C)c(C)c3)CC2)cc(OC)c1OC	-1%	-0.4%	-3.0%	10%	4%	-10%	0.2%	-18%	-5%
CC1(C)OC(=O)N(CC(=O)Nc2ccccc2)C1(C)O (configuration not stated)	14%	-0.2%	-3.5%	14%	-2%	-16%	0.2%	16%	10%
COc1cc(-c2c(-c3ccc4c(c3)OCO4)noc2C)ccc1F	11%	-2.6%	-6.9%	-1%	-6%	41%	0.4%	-24%[20 µM]	22%
Cc1cccc(NC(=O)NNC(=O)c2cc3ccccc3cc2O)c1C	13%	19%	1.5%	3%	3%	29%	-0.2%	-19%	-12%
Cn1c(/C(C#N)=C/c2cccc(O)c2)nc2ccccc21	8%	-2.7%	-7.7%	13%	4%	-39%	-0.1%	-12%[20 µM]	2%
CC(C)[C@@H](NC(=O)C1CCN(C(=O)[C@@H]2CCCN2C(=O)OC(C)(C)C)CC1)C(=O)NCc1ccc(F)cc1	3%	-0.3%	-2.7%	4%	-1%	-25%	1.7%	-48%[20 µM]	2%
COc1ccc(NC(=O)C(=O)c2cn(CC(=O)N3CCCC3)c3ccccc23)cc1	0%	0.3%	4.8%	-7%	5%	-12%	-0.2%	-176%	16%
COC(=O)C1=C(C)N(Cc2ccco2)C(=O)C1	16%	23%	16%	-1%	3%	-14%	0.6%	-39%	-9%
COc1ccc(C(=O)NC(=S)Nc2ccc(S(N)(=O)=O)cc2)cc1	0%	-1.6%	x	8%	1%	10%	-0.1%	-12%[20 µM]	8%
Cn1c(SCC(=O)c2ccccc2)nnc1-c1ccccn1	-10%	0.5%	6.9%	2%	-1%	-11%	0.2%	-14%	-19%
O=C1CCCC2=C1C(c1cccs1)n1nc(SCc3ccc(C(=O)O)cc3)nc1N2 (configuration not stated)	13%	-0.7%	2.0%	19%	8%	0%	-0.1%	6%	5%
CCN(CC)C(=O)c1ccc(NS(=O)(=O)c2ccccc2)cc1	-4%	1.4%	7.4%	4%	0%	-15%	-0.1%	17%	-21%
O=[N+]([O-])c1cc2cccnc2c2ncccc12	8%	1.7%	1.5%	4%	-7%	-3%	-0.1%	4%	-10%
O=S(Cc1ccc(Br)cc1)Cc1nnc(SCc2c(F)cccc2Cl)n1-c1ccccc1 (configuration not stated)	3%	-2.0%	0.2%	2%	4%	2%	-0.2%	8%	-12%
O=c1nc(N2CCOCC2)ccn1-c1nc(-c2ccccc2)oc1-c1ccccc1	1%	-4.3%	2.9%	-7%	-4%	x	-0.3%	-30%	-1%
CCOc1ccc(S(=O)(=O)n2cnc(C)c2)cc1	-1%	0.1%	-6.5%	-12%	-1%	9%	-0.2%	5%[20 µM]	-3%
COc1ccc(C)cc1NC(=O)Nc1ccncc1	-4%	0.8%	2.6%	20%	7%	-29%	0.3%	-26%	-1%
O=S(=O)(c1ccc(Cl)s1)N1CCC(Cc2ccccc2)CC1	-9%	-0.2%	-4.7%	8%	-2%	-11%	0.0%	-27%	2%
SMILES	AID2073	HIV peptide binding	KOR beta-arrestin-1	GPR55 LPI antagonism	SIAH1 antagonists	NOD1 NF-kB reporter	GPR55 beta-arrestin	KOR beta-arrestin-2	GPR35 arrestin U2OS
CC(=O)Nc1ccc(S(=O)(=O)c2ccc([N+](=O)[O-])cc2)cc1	17%	-2.3%	45%	5%	-10%	-11%	0.0%	-5%	23%
Cc1cc(C)c(C(=O)OCCNC(=O)c2cccnc2)cc1C	-4%	2.6%	3.1%	-3%	0%	-2%	-0.2%	-2%	9%
Cc1ccc2nc(-c3ccc(SCC(=O)Nc4ccc5c(c4)OCCO5)nc3)[nH]c2c1	15%	-1.5%	2.6%	6%	9%	-24%	0.4%	41%	16%
COc1ccc(S(=O)(=O)Nc2ccc3oc(C)c(C(C)=O)c3c2)cc1	3%	0.7%	-4.1%	1%	3%	42%	-0.1%	-47%	-2%
O=C(Cc1noc2ccccc12)NNC(=S)Nc1ccc(Cl)cc1	3%	1.1%	1.3%	6%	4%	-31%	-0.3%	-44%	6%
O=C(Cn1cnc2ccccc21)Nc1ccc(F)c(F)c1	6%	-1.4%	x	78%	5%	-8%	-0.3%	x	-2%
CN(CC(=O)NCCC1=CCCCC1)S(=O)(=O)c1ccc2c(c1)c(=O)n(C)c(=O)n2C	2%	1.1%	-0.8%	-4%	3%	10%	0.2%	-13%	4%
O=C(C1CCC1)N1CCc2cc(S(=O)(=O)Nc3ccc4c(c3)OCO4)ccc21	-4%	-2.8%	-2.6%	7%	-3%	16%	-0.1%	1%	-3%
COc1ccc(NS(=O)(=O)c2ccc(NC(C)=O)cc2)c(OC)c1	1%	-1.8%	-5.3%	7%	8%	-27%	-0.1%	-14%	4%
CCOC(=O)NC(=O)CSc1ccc2ccccc2n1	-4%	0.4%	1.7%	3%	-5%	-35%	0.6%	-15%	-1%
